EBI2 block: EBI2 receptor antagonists, beta-arrestin recruitment, primary screen, cell-based, luminescence, 7a,25-OHC stimulation, uHTS; 7a,25-OHC stimulated; inhibition, % at 5 µM; actives 0.81% (n = 360,000); in the data active = inhibition above about 38%;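 note: enzyme fragment complementation signal reports receptor beta-arrestin coupling in cells; 0% = agonist plus DMSO wells and 100% = wells without agonist; some results beyond the cut were filed as inactive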
Target sequence (P32249 whole entry, looked up, the tested form may be a part): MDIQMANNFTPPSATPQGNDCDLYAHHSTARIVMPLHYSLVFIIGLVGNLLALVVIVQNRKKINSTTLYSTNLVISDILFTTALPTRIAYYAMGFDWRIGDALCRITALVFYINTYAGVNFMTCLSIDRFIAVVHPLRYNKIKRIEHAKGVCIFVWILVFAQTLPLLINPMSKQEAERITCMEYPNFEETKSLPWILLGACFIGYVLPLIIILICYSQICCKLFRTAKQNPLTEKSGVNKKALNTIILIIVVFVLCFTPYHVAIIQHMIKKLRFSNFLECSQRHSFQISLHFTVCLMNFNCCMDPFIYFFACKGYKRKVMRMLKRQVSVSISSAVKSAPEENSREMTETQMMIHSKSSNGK
Gli-Sufu antag: Gli-Sufu pathway antagonists, primary screen, luciferase luminescence, Sufu-KO-LIGHT cells, uHTS; inhibition, % at 5 µM; actives 0.74% (n = 340,000); Sufu-KO-LIGHT fibroblasts, Gli luciferase reporter luminescence;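 active = inhibition above about 55%, limit read from the data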;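 note: 0% = DMSO-treated cells and 100% = wells with medium but no cells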
UBC13 polyUb: UBC13 polyubiquitin chain formation inhibitors, primary screen, biochemical, TR-FRET, uHTS; Ubiquitin-conjugating enzyme E2 N (Homo sapiens), P61088; inhibition, % at 20 µM; actives 0.47% (n = 330,000); in the data active = inhibition above about 45%, passing the limit was not always enough
Target sequence (P61088 whole entry, looked up): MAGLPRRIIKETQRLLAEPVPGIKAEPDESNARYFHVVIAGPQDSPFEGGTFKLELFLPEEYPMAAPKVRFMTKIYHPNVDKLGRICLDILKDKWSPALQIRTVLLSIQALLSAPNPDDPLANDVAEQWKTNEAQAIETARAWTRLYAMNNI
Apaf1 inhib: inhibitors of human Apaf-1 apoptosome, primary screen, biochemical, DEVD-Rh110 fluorescence, uHTS | Apoptotic protease-activating factor 1 (Homo sapiens), O14727 | reconstituted apoptosome caspase-3 activity | inhibition, % at 20 µM | actives 0.71% (n = 330,000) | AID 489030, 2010; active = inhibition of at least 40% at 20 µM;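 note: plate controls were DMSO wells for no effect and DEVD-CHO caspase inhibitor wells for full effect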
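Assay system: Apoptosome proteins | Medium: pH 7.5 Hepes buffer with CHAPS, BSA, DTT | Also added: Cytochrome c and DEVD-Rh110 substrate | Times: 30 min plus 50 min, RT | Detection: Rhodamine 110 fluorescence at Ex 480/Em 540 nm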
697 NFkB inh: inhibitors of PMA/ionomycin-induced NF-kB reporter, 697 cells, primary screen, B-cell NF-kB inhibitor project, cell-based, luminescence, uHTS; 697 B-cell NF-kB luciferase reporter, 16 h; inhibition, % at 4 µM; actives 0.33% (n = 330,000); AID 435022, 2010; in the data active = inhibition above about 35%
CCR6 antag: CCR6 receptor antagonists, primary screen, cell-based, CHO-K1, luminescence, beta-arrestin, uHTS; C-C chemokine receptor type 6 (Homo sapiens), P51684; CHO-K1 CCR6 PathHunter beta-arrestin, CCL20-stimulated; inhibition, % at 20 µM; actives 0.49% (n = 340,000);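 active = compounds whose inhibition of the agonist-driven luminescence signal at 20 µM reaches about 50%, limit read from the data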;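 note: cells stimulated with CCL20 at 14 nM final; plate controls were DMSO with CCL20 for no effect and DMSO without agonist for full effect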
Target sequence (P51684 whole entry, looked up): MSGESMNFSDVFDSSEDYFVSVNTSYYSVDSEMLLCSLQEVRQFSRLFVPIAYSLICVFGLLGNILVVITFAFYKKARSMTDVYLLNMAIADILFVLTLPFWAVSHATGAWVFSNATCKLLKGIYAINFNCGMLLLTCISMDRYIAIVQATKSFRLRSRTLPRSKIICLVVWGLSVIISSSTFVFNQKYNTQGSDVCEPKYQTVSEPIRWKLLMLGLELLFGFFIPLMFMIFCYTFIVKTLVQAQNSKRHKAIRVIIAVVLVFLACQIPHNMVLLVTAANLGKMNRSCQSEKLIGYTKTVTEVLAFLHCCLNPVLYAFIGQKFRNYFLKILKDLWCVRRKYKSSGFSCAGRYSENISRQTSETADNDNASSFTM
Jurkat NFkB inh: inhibitors of induced NF-kB luciferase reporter, primary screen, TCR NF-kB activation inhibitor project, cell-based, luminescence, uHTS. Jurkat, PMA/ionomycin-induced NF-kB luciferase reporter. inhibition, % at 4 µM. actives 0.53% (n = 330,000)
SENP8 block: SENP8 protease inhibitors, primary screen, biochemical, luminescence. Sentrin-specific protease 8 (Homo sapiens), Q96LD8. purified SENP8, Z-RLRGG-aminoluciferin cleavage. inhibition, % at 10 µM. actives 1.2% (n = 330,000). AID 2540, 2010
* = called active by the depositor; · = not tested or not shown. Cut-off read from the data, not from the text of the source, unless noted: active = inhibition above about 50%; inactive = the rest. Only part of the results is shown; the hit share may differ from the screen's.

SMILES	EBI2 block	Gli-Sufu antag	UBC13 polyUb	Apaf1 inhib	697 NFkB inh	CCR6 antag	Jurkat NFkB inh	SENP8 block
O=C(NCCN1CCCC1)c1ccc2c(c1)N(Cc1ccc(F)cc1)C(=O)c1ccccc1S2=O (centres undefined)	-9	10	16	33	14	12	-2	-9
CCCC(C)C(=O)Nc1nc(C)c(-c2csc(Nc3cc(OC)ccc3OC)n2)s1 (centres undefined)	10	-10	-6	-5	-15	1	-6	-7
O=C(NCCCN1CCOCC1)c1ccc(S(=O)(=O)N2CCOCC2)cc1	-3	2	-10	-10	6	10	-1	3
CCCC[C@@H]1C[C@H]1[C@@H](NC(=O)c1ccco1)c1ccc(C(=O)OC)cc1	·	-11	-16	16	15	20	10	3
CCN(CC)C(=O)c1ccc(N)cc1	-1	-4	-1	2	-4	11	2	1
FCCCOc1ccc(CN2CCN(c3ccccc3F)CC2)cc1	-2	-1	2	13	34	16	0	1
Cc1cc(N2CCCC2)nc(SCC(=O)c2ccccc2)n1	7	6	4	7	-43	24	-21	-7
Cc1onc(-c2ccccc2)c1C(=O)Nc1ccc(NC(=O)c2c(-c3ccccc3)noc2C)cc1	0	-1	-2	12	-3	-1	-2	2
O=C(O)c1ccc(-c2noc(-c3ccccc3F)n2)cc1	3	-175	0	-7	-249	2	-24	96*
CCN(CCCNC(=O)CCn1c(=O)[nH]c2ccsc2c1=O)c1ccccc1	6	9	4	-21	28	12	-13	2
C=CCn1c(Cc2cccs2)nnc1SCC(=O)NCc1ccco1	-11	-23	1	-6	25	-17	10	5
Cc1onc(-c2c(F)cccc2Cl)c1C(=O)NCc1ccc(F)cc1	-10	2	2	5	-14	-3	-35	7
O=C(c1ccccc1)n1nnc2ccccc21	-12	-13	7	5	-3	7	-4	-1
COc1cccc(CCNC(=O)COc2cccc3c2OC(C)(C)C3)c1	-4	-2	2	-4	-1	19	6	-3
CCc1ccc(N2CC(C(=O)Nc3cc(C)ccc3F)CC2=O)cc1 (centres undefined)	53*	3	2	-1	-11	1	1	5
COCc1[nH]nc2c1C(c1c(F)cccc1Cl)C(C#N)=C(N)O2 (centres undefined)	3	-8	8	-8	7	10	-7	-1
Clc1ccc(-n2c(SC/C=C/c3ccccc3)nnc2-c2cccnc2)cc1	16	15	21	13	0	15	7	-5
O=C(COc1ccc(F)cc1)NCCCn1ccnc1	-9	-4	-5	0	-8	9	-6	-11
C[C@H](NC(=O)c1ccc(Cl)c(S(=O)(=O)N2CCOCC2)c1)c1nc2ccccc2[nH]1	0	-11	-9	-2	0	13	-6	12
N#Cc1ccc(OCc2noc(-c3ccsc3)n2)cc1	-4	-13	2	-20	-9	11	13	-4
COc1cc(C(=O)N(Cc2cccc(Cl)c2)C2CCS(=O)(=O)C2)cc(OC)c1OC (centres undefined)	0	4	-13	7	17	-5	-4	-9
COc1ccc(OC)c(N(CC(=O)N2CCCCC2)S(=O)(=O)c2ccc(OC)c(OC)c2)c1	1	5	-8	6	-27	-7	-5	1
CCOc1ccc(S(=O)(=O)NCCC(=O)NCC2CCCO2)cc1 (centres undefined)	-4	-2	3	-3	2	25	-2	12
O=C(Nc1nncs1)c1cc(S(=O)(=O)N2CCOCC2)ccc1Cl	-15	-13	1	-6	-11	15	-9	5
O=C(Cc1ccc(Br)cc1)Nc1nc2ccccc2[nH]1	-9	7	2	-4	-25	1	-20	-14

Other structures.
SMILES	EBI2 block	Gli-Sufu antag	UBC13 polyUb	Apaf1 inhib	697 NFkB inh	CCR6 antag	Jurkat NFkB inh	SENP8 block
COc1cnc(-c2ccccc2)nc1Oc1ccccc1C	13	-2	5	7	-5	31	-3	0
CC(=O)NC1=NC(=O)/C(=C/N2CCCCC2)S1	-5	1	2	1	6	-29	-16	-2
Cc1cc2nc(Cl)c(Cl)nc2cc1C	9	1	47*	-1	18	-1	-3	-10
COc1ccc2nc(C)cc(N/N=C/c3cccc(OC)c3O)c2c1	16	19	58*	33	1	11	-23	-10
CC[C@]12c3[nH]c4cc(CCC(=O)N(C)C)ccc4c3CCN1C(=O)[C@@H](CC(=O)NC/C=C(\C)CCC=C(C)C)C[C@@H]2C(=O)N1CCN(C(=O)C2CC2)CC1	4	53	·	34	18	17	·	·
CCCN(CCC)S(=O)(=O)c1ccc2c(c1)CCCN2C(C)=O	1	-5	3	0	27	-16	7	2
CC(Cl)C(=O)Nc1c2c(nn1-c1ccccc1)CSC2 (centres undefined)	2	12	1	-1	-14	2	-12	9
CC(C)(C)NC(=O)CN(Cc1cccs1)C(=O)CN1C(=O)C(=O)c2ccccc21	4	-9	-14	5	-1	6	5	-8
Oc1[nH]c2ccccc2c1N=Nc1cccc(Cl)c1	6	-38	-5	25	-86	4	-89	47
Cc1cccc(Nc2c(F)c(F)c(F)c(F)c2C(=O)O)c1	-4	-8	-1	-4	4	2	13	4
CCCN(CCC)C(=O)C1CCCN1S(=O)(=O)c1cccc2nsnc12 (centres undefined)	-5	1	-16	-10	-3	-3	7	-3
CC(C)C(=O)NNC(=O)c1csc(-c2cccs2)n1	-12	-3	-16	1	-14	-16	-3	-8
Cc1ncc(CN2CCN(C3CCCC3)C(CCO)C2)s1 (centres undefined)	3	2	6	-20	5	8	-7	1
COc1cc2nc(SCC(=O)NCCc3ccccc3)n(Cc3ccco3)c(=O)c2cc1OC	-4	9	4	12	27	-7	16	1
CCOc1ccc(N2C(=O)CN(C)C2=S)cc1	-5	0	-10	7	15	-3	-4	1
N#C/C(=C(/O)COC(=O)CSc1ccc(Cl)cc1)c1nc2ccccc2[nH]1	-8	0	-19	15	-9	37	3	-8
COc1ccc(CNC(=O)COC(=O)c2c(NC(C)=O)sc(C)c2C)cc1	3	3	0	-1	2	3	-3	-7
CCN1C(=O)c2c(C)nc3ccccc3c2C1=O	6	0	-15	-3	3	-9	6	-3
C=CCC1c2cccc(C(=O)O)c2C(=O)N1c1ccc(Cl)cc1 (centres undefined)	15	-15	10	5	20	3	1	0
Cc1ccc(-n2nc3c(=O)n(CCCC(=O)NCc4ccccc4F)nc(C)c3c2C)cc1	-3	-2	1	6	24	8	39	4
CC1CCCC(C)N1/N=C/c1ccc(N(C)C)cc1 (centres undefined)	-7	-5	-15	6	-21	12	-13	-10
COc1ccccc1/C=N/NC(=O)c1cccc2ccccc12	1	27	-6	10	13	7	2	-7
O=C(O)CC(Cc1ccccc1)C(=O)Nc1ccc([N+](=O)[O-])cc1 (centres undefined)	-6	-6	9	-5	15	-1	-3	-1
COc1ccc(CC(=O)NC(C)(C)CC(C)=O)cc1OC	-12	-4	1	-8	4	21	0	13
COc1cc(/C=C2\SC(c3ccc(C)cc3)=NC2=O)ccc1O	17	-11	-96	-1	20	75*	10	41

2 entries drawn at random from those above, as already listed:
SMILES	EBI2 block	Gli-Sufu antag	UBC13 polyUb	Apaf1 inhib	697 NFkB inh	CCR6 antag	Jurkat NFkB inh	SENP8 block
Cc1cc2nc(Cl)c(Cl)nc2cc1C	9	1	47*	-1	18	-1	-3	-10
COc1cc2nc(SCC(=O)NCCc3ccccc3)n(Cc3ccco3)c(=O)c2cc1OC	-4	9	4	12	27	-7	16	1

(cont.)
SMILES	EBI2 block	Gli-Sufu antag	UBC13 polyUb	Apaf1 inhib	697 NFkB inh	CCR6 antag	Jurkat NFkB inh	SENP8 block
Cn1nnnc1SCC(=O)Nc1cc(S(=O)(=O)N2CCCC2)ccc1Cl	-4	-9	6	-12	5	4	-10	-4
CCC(CC)N1CCN(C(=O)c2cccc(Cl)c2)CC1	0	-26	-1	-13	4	3	7	-1
O=C(OCC#CCSc1nnc(-c2cccc3ccccc23)o1)c1cccc2[nH]ccc12	-10	-8	12	-1	-3	2	-4	-4
COc1cc(CC(=O)Nc2sc3c(c2C(N)=O)CCCC3)cc(OC)c1OC	0	36	4	-4	-21	3	8	0
CC12CCC(C(=O)Nc3cccc(Cl)c3)(C(Br)C1=O)C2(C)C (centres undefined)	0	-3	0	-5	-5	8	0	4
O=C(CN1C(=O)COc2ccccc21)N1CCN(c2ccccc2F)CC1	4	-15	-7	-19	-11	1	-2	-6
CSc1cc(-c2ccc(Cl)cc2)c(C(=O)N2CCCC2)s1	19	0	-1	12	8	33	-8	-5
COc1ccc(C(C(=O)NC2CCCCC2)N(C(=O)Cc2c[nH]c3ccccc23)c2ccc(NC(C)=O)cc2)cc1OC (centres undefined)	-1	4	-5	15	-15	4	-4	5
Cc1ccc(Cl)cc1NC(=S)N(CCN(C)C)C(C)c1ccccn1 (centres undefined)	-12	-11	-1	2	9	13	-7	-1
Nc1ccc2c(c1)C/C(=C/c1ccco1)C2=O	-4	-6	10	37	-5	13	2	-3
O=C(COc1ccc(-n2cnnn2)cc1)Nc1cc(Cl)cc(Cl)c1	8	-14	2	3	2	0	14	9
COc1ccc(C(=O)N2CC3(CC(c4cccc([N+](=O)[O-])c4)=NO3)C[C@H]2C(=O)NCC(N)=O)cc1 (some centres undefined)	-11	-4	2	-6	10	6	4	-3
O=C(Cc1ccsc1)NNC(=O)c1ccccc1Cl	0	3	-2	3	25	2	-8	4

Results in Jurkat NFkB inh and Apaf1 inhib, for 7 of the compounds above:
SMILES,Jurkat NFkB inh,Apaf1 inhib
CCC(CC)N1CCN(C(=O)c2cccc(Cl)c2)CC1,7,-13
O=C(OCC#CCSc1nnc(-c2cccc3ccccc23)o1)c1cccc2[nH]ccc12,-4,-1
COc1cc(CC(=O)Nc2sc3c(c2C(N)=O)CCCC3)cc(OC)c1OC,8,-4
CC12CCC(C(=O)Nc3cccc(Cl)c3)(C(Br)C1=O)C2(C)C (centres undefined),0,-5
O=C(CN1C(=O)COc2ccccc21)N1CCN(c2ccccc2F)CC1,-2,-19
CSc1cc(-c2ccc(Cl)cc2)c(C(=O)N2CCCC2)s1,-8,12
COc1ccc(C(C(=O)NC2CCCCC2)N(C(=O)Cc2c[nH]c3ccccc23)c2ccc(NC(C)=O)cc2)cc1OC (centres undefined),-4,15

Complete entries as entered above. Order of screens: EBI2 block	Gli-Sufu antag	UBC13 polyUb	Apaf1 inhib	697 NFkB inh	CCR6 antag	Jurkat NFkB inh	SENP8 block
`COc1ccc(C(C(=O)NC2CCCCC2)N(C(=O)Cc2c[nH]c3ccccc23)c2ccc(NC(C)=O)cc2)cc1OC` (centres undefined) in the list: -1	4	-5	15	-15	4	-4	5
`O=C(OCC#CCSc1nnc(-c2cccc3ccccc23)o1)c1cccc2[nH]ccc12` in the list: -10	-8	12	-1	-3	2	-4	-4
`Nc1ccc2c(c1)C/C(=C/c1ccco1)C2=O` in the list: -4	-6	10	37	-5	13	2	-3
`O=C(COc1ccc(-n2cnnn2)cc1)Nc1cc(Cl)cc(Cl)c1` in the list: 8	-14	2	3	2	0	14	9

Source: PubChem (Sanford-Burnham Center for Chemical Genomics)
